# Bioassay records: PubChem BioAssay, several laboratories
# Smad3 inh: Smad3/FoxH1 peptide binding inhibitors, primary screen, biochemical, TR-FRET. Mothers against decapentaplegic homolog 3 (Homo sapiens), P84022. TR-FRET Smad3/Dy647-FoxH1 peptide binding, europium anti-His. inhibition, % at 25 µM. hit rate 0.29% among 88,000. AID 630, 2007;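 active = compounds that reduce the energy-transfer binding signal between the protein and its labelled peptide by more than half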;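 note: 0% = Smad3 plus labelled peptide maximal FRET and 100% = peptide-only background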
# Target sequence (P84022 whole entry, looked up): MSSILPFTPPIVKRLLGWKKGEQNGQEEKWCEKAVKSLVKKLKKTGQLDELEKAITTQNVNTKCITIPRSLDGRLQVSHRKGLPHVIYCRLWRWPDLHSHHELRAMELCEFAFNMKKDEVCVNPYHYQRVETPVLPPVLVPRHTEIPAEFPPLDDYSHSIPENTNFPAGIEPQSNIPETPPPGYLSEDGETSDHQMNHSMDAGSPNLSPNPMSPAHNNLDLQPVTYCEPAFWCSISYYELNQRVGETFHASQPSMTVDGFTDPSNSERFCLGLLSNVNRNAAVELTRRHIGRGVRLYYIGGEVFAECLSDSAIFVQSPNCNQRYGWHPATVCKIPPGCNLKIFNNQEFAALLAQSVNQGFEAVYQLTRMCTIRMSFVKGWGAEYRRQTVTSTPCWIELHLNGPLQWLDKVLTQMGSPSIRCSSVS
# ERb coact inh: inhibitors of ERβ-SRC1 coactivator interaction, primary screen, biochemical, TR-FRET, ERβ LBD, SRC-1 peptide | AID 633, 2007 | TR-FRET ER-beta LBD / SRC1-Cy5 peptide binding; receptor agonist-loaded with 1 µM estradiol | hit rate 1.3% among 86,000 | inhibition, % at 25.6 µM;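 active = compounds whose percent inhibition of the receptor-coactivator binding signal exceeds about 50% in the single-dose screen, limit read from the data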;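 note: 0% = receptor plus peptide wells without compound and 100% = peptide-only wells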
# Target sequence (Q92731 whole entry, looked up, the tested form may be a part): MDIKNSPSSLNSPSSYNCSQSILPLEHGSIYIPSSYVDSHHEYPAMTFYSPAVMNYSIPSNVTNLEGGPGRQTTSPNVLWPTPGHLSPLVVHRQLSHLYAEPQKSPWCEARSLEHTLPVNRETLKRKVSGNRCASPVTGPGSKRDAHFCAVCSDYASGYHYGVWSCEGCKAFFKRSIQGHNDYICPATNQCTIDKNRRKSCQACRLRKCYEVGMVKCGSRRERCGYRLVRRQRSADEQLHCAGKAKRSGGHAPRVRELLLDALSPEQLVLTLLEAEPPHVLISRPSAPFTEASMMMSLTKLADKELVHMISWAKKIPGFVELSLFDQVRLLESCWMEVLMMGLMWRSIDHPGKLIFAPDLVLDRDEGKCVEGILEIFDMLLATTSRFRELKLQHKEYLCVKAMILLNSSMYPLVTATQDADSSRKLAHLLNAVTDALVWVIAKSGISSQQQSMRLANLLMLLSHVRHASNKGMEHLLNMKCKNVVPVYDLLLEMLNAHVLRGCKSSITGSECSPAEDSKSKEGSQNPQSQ
# Calb biofilm kill: clotrimazole potentiators killing Candida biofilms, primary screen, with clotrimazole, Alamar Blue; inhibition, % at 6 µM; C. albicans biofilm + clotrimazole; hit rate 0.14% among 85,000;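 active = inhibition above 20%; inactive = inhibition below 20%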;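 note: preformed 24 hr biofilms exposed to compound for 48 hr; 0% = biofilm without compound and 100% = blank killed by clotrimazole plus chlorhexidine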
# * = called active by the depositor; [ ] = another dose, or the depositor's remark.
molecule	Smad3 inh	ERb coact inh	Calb biofilm kill
O=C(c1ccco1)N1CCN(C(=O)C2CC(c3ccc(F)cc3)=NO2)CC1 (centres undefined)	0.9	9.4	7.5
O=C(CSC1=NCCN1)C1COc2ccccc2O1 (centres undefined)	-7.6	-6.1[fluorescence artefact?]	1.9
COC(=O)C1=C(C)NC(=O)CC1c1cccc(OC)c1OC (centres undefined)	25.9[fluorescence artefact?]	-10.4	1.7
COc1ccccc1C1/C(=C(/O)c2ccc(C)cc2)C(=O)C(=O)N1CCN1CCOCC1 (centres undefined)	2.2	-11.7	-3.4
Cc1cc(NC(=O)c2cc(-c3ccccn3)nc3ccccc23)no1	0.9	-12.5	7.5
Nc1nc(-c2ccc3c(c2)CCCC3)cs1	8.0	-10.7	7.9
C=CCNC(=O)C1CCN(S(C)(=O)=O)CC1	5.2	-3.1	5.0
CCOC(=O)NCCc1ccc(OC)cc1	4.0	2.2	-5.9
COc1cc(OC)cc(C(=O)N2CCC(N3CCN(c4ccccc4)CC3)CC2)c1	1.9	-3.5	2.0
Cc1cc(C)c2nc(NC3=NCN(CCN4CCOCC4)CN3)nc(C)c2c1	3.6	-0.8	6.7
C=CCn1c(NC(=O)c2ccccc2)c(C#N)c2nc3ccccc3nc21	66.9*	42.1	8.5
O=C(CCn1c(=S)[nH]c2ccccc2c1=O)N1CCN(c2ccccn2)CC1	8.2	-4.7[fluorescence artefact?]	-1.7
Nc1c(C(=O)NCCN2CCOCC2)c2nc3ccccc3nc2n1-c1ccc2c(c1)OCO2	-3.2	39.5[fluorescence artefact?]	-1.6
Cc1cccn2c(=O)c3cc(C(=O)Nc4ccc(N(C)C)cc4)n(C)c3nc12	62.5*[fluorescence artefact?]	62.4*[fluorescence artefact?]	13.5
COc1ccccc1N1CCN(c2ccc(-c3ccccc3)nn2)CC1	-0.3	-0.3	2.6
Cc1nn(-c2ccccc2)c(C)c1CCC(=O)O	8.1	-1.0	6.1
COC(=O)c1ccccc1S(=O)(=O)N(Cc1cc2ccc(OC)cc2[nH]c1=O)CC1CCCO1 (centres undefined)	-5.3	3.2[fluorescence artefact?]	2.1
CCOC(=O)c1sc(NC(=O)c2ccc3ncsc3c2)nc1C	21.9[fluorescence artefact?]	28.7[fluorescence artefact?]	5.3
O=C(CCCCn1c(=O)c2ccccc2n(CC(=O)Nc2cccc(F)c2)c1=O)NCc1ccco1	1.3	-4.0[fluorescence artefact?]	9.8
CC(=O)c1ccc(NC(=O)CSc2nnc(NC(=O)CN3CCOCC3)s2)cc1	4.4	-1.4	5.4

# Marked active in ERb coact inh (from the list above):
Compound	Smad3 inh	ERb coact inh
Cc1cccn2c(=O)c3cc(C(=O)Nc4ccc(N(C)C)cc4)n(C)c3nc12	62.5*[fluorescence artefact?]	62.4*[fluorescence artefact?]

# Two of these compounds, set out differently.
# Results follow in this order: Smad3 inh, ERb coact inh, Calb biofilm kill
> C=CCNC(=O)C1CCN(S(C)(=O)=O)CC1
    5.2, -3.1, 5.0
> CCOC(=O)NCCc1ccc(OC)cc1
    4.0, 2.2, -5.9

# The listing continues:
molecule	Smad3 inh	ERb coact inh	Calb biofilm kill
O=C(CCNS(=O)(=O)c1cccc2nsnc12)NC1CCCc2ccccc21 (centres undefined)	13.8	-24.4	3.4
COc1ccc(-n2c(Cc3cccn3C)nnc2SCC(=O)NCc2ccco2)cc1	-0.4	15.7	12.3
Cn1cnnc1SCC(=O)Nc1ccccc1Sc1ccccc1	7.3	9.3	4.5
COc1ccc(O)c(/C=c2/sc3nc4cc(C)c(C)cc4n3c2=O)c1	-5.3	7.8	9.9
COc1ccc(OC)c(-n2c(SCC(=O)N3CCc4ccccc43)nc3c(c2=O)SCC3)c1	-15.5	2.1	16.4
COc1ccc(C(=O)OCC(=O)c2cc(OC)ccc2OC)c(OC)c1	-18.8	-8.1	5.4
CN1CCN(c2nc(-c3ccccc3)nc3c2oc2ccccc23)CC1	1.3	-20.4	0.2
O=C(c1ccccc1F)N1CCN(c2ccccc2F)CC1	1.2	-3.3	-5.7
O=C(NCc1ccc(N2CCCC2=O)cc1)c1cn(CCc2ccccc2)nn1	6.7	4.1	4.4
CCOc1ccc(-c2nc(-c3ccccc3)no2)cc1OCC	8.8	17.2	2.4
CCOC(=O)N1CCC(N2C(=O)c3ccc(C(=O)NC4CCCCCC4)cc3C2=O)CC1	-9.9[fluorescence artefact?]	14.4[fluorescence artefact?]	4.3
COc1cccc(C(=O)c2sc(NC(C)C)nc2N)c1	1.3	-1.7	8.4
O=C(NCc1ccco1)C1CCCN(S(=O)(=O)c2cccc3nsnc23)C1 (centres undefined)	6.0	1.9	9.9
CCNC(=O)c1cc2c(=O)n3cccc(C)c3nc2n1C	2.8	-0.2	-2.5
COc1ccc(C2c3c(oc4ccc(F)cc4c3=O)C(=O)N2CCN2CCOCC2)cc1OC (centres undefined)	5.6	-4.4	15.6
CC1=C(C(=O)OCc2ccccc2)C(c2ccco2)n2ncnc2N1 (centres undefined)	-6.8	-8.0	1.5
COC(=O)c1c(O)ccc(Oc2ccccc2)c1C(=O)OC	-0.3	3.8	5.1
CCCn1c(=N)n(CC(=O)c2cccs2)c2ccccc21	8.8	-16.5	-1.4
CCOC(=O)c1c(C)c(C(=O)NCCCOC(C)C)c(C)n1C	5.5	-6.6	2.2
Cc1c(C(=O)NCc2cccnc2)sc2nc(-c3ccccc3)cn12	3.4	-4.1[fluorescence artefact?]	8.7

# Arranged by the number under Smad3 inh (lowest first): 5 from the list above.
Molecule	Smad3 inh	ERb coact inh
COc1ccc(O)c(/C=c2/sc3nc4cc(C)c(C)cc4n3c2=O)c1	-5.3	7.8
COC(=O)c1c(O)ccc(Oc2ccccc2)c1C(=O)OC	-0.3	3.8
O=C(c1ccccc1F)N1CCN(c2ccccc2F)CC1	1.2	-3.3
CN1CCN(c2nc(-c3ccccc3)nc3c2oc2ccccc23)CC1	1.3	-20.4
COc1ccc(C2c3c(oc4ccc(F)cc4c3=O)C(=O)N2CCN2CCOCC2)cc1OC (centres undefined)	5.6	-4.4

# Next section
molecule	Smad3 inh	ERb coact inh	Calb biofilm kill
Cc1ccc2[nH]c(C)c(CN(C)C3CCN(C)CC3)c(=O)c2c1	-7.3	4.9	3.3
CCCOC(=O)C1C2C=CC3(CN(c4ccc(Cl)c(F)c4)C(=O)C13)O2 (centres undefined)	-6.9	-3.4	-1.0
COC(=O)c1ccccc1NC(=O)c1c(O)c2cccc3c2n(c1=O)CCC3	16.3[fluorescence artefact?]	9.9[fluorescence artefact?]	5.2
c1csc(-c2nn3c(C4CCCCC4)nnc3s2)c1	-32.7	-2.0	-0.8
Cc1occc1-c1nnc(SCCCC(=O)c2ccc(F)cc2)n1C	-0.2	-7.3	5.5
CC(C)CCn1c(NCCc2ccccc2)nc2c1c(=O)n(C)c(=O)n2C	8.9	-7.3	12.4
O=S(=O)(c1cnc[nH]1)N1CCCCCC1	3.7	-3.0[fluorescence artefact?]	-0.3
COc1cc(C(=O)Nc2cccc(-c3nc4cc(C)ccc4o3)c2)cc(OC)c1OC	4.0	31.8[fluorescence artefact?]	8.9
CCCc1c(O)nc(SC2CC(=O)N(c3cc(OC)ccc3OC)C2=O)[nH]c1=O (centres undefined)	-1.0	-0.6	9.2
Cc1cccc2cc(C(c3nnnn3Cc3ccccc3)N3CCN(C)CC3)c(=O)[nH]c12 (centres undefined)	-1.5	5.2[fluorescence artefact?]	4.4
COc1ccc(OC)c(-n2c(SCC(N)=O)nnc2-c2c[nH]c3ccccc23)c1	-3.7	-11.6[fluorescence artefact?]	7.2
Cc1nc(N2CCN(C(=O)c3ccco3)CC2)c2c3c(sc2n1)CCC3	-8.4	-2.7	3.5
Clc1ccccc1N1CCN(c2ncnc3nc[nH]c23)CC1	-10.7	0.2	-1.2
c1ccc(-n2ncc3c(N4CCN(c5ccccn5)CC4)nc(N4CCOCC4)nc32)cc1	4.8	7.3[fluorescence artefact?]	9.1
O=C(CCN1CCOCC1)Nc1ccc2c(c1)N(C(=O)CN1CCOCC1)c1ccccc1CC2	9.3	-14.9[fluorescence artefact?]	2.5
Cc1cc(/C(O)=C2\C(=O)C(=O)N(CCN(C)C)C2c2ccncc2)ccc1OCc1ccccc1 (centres undefined)	12.5	-5.0	4.3
Cc1nc2ccccc2c2oc(C(=O)N3CCc4ccccc43)cc12	5.6	21.8[fluorescence artefact?]	13.4
COCCSc1nnc(NC(=O)CSc2ccccc2)s1	4.4	31.6	-5.2
Cc1ccc(NC(=O)Cn2nc(C)c3ccccc3c2=O)cc1F	-4.0	-8.2	7.7
COc1ccc(C2C3=C(CCCC3=O)Nc3nc(C(F)(F)F)nn32)c(OC)c1OC (centres undefined)	-2.5	-6.9	10.6
COc1ccc(-c2csc(NCc3ccco3)n2)cc1	-6.4	-32.8	3.5
COc1ccc(-c2nnc(SCC(=O)c3cccs3)o2)cc1	17.1	17.6	5.2
COc1ccccc1N1CCN(CC(O)COc2cccc3ccccc23)CC1 (centres undefined)	-4.0	0.7	-2.9
COc1ccc(OC)c(CN2C(=O)c3ccccc3C2C(=O)NCc2cccnc2)c1 (centres undefined)	-7.7	3.7	6.0
CC1CCN(c2ccc(C(=O)NCc3cccs3)cn2)CC1	-1.8	-0.3	1.1
CN(Cc1ccccc1)C(=O)CCNS(=O)(=O)c1ccc2c(c1)oc(=O)n2C	1.2	13.3	9.8
CC(C)n1c(SCC(=O)c2ccc3c(c2)OCCO3)nc2c1c(=O)n(C)c(=O)n2C	-3.7	1.6	-0.9
c1ccc(-c2cn3nc(-c4ccccc4)sc3n2)cc1	23.9[fluorescence artefact?]	-0.6	8.2
Cc1ccc(-c2csc3ncnc(OCC(=O)NC(=O)NCc4ccco4)c23)cc1	9.7[fluorescence artefact?]	37.8[fluorescence artefact?]	0.3
Cc1cccc(-n2ncc3c(N)ncnc32)c1	1.2	2.5	3.3
COc1ccc(N2C(=O)CCC(C(=O)NCCN3CCOCC3)C2c2ccc(OC)c(OC)c2)cc1 (centres undefined)	-2.6	4.9	6.5
Oc1cccc2ccc(Nc3ccccn3)nc12	28.1	2.5[fluorescence artefact?]	10.9
CCn1c(-c2ccsc2)nc2c1c(=O)[nH]c(=O)n2Cc1ccccc1	7.3	43.1	4.2
COc1cccc(-c2nc(CS(=O)CC(=O)NC3CCCC3)c(C)o2)c1 (centres undefined)	3.3	-14.3	4.8
CNS(=O)(=O)c1cc(O)c2c(S(=O)(=O)NC)cccc2c1	-5.5	4.6[fluorescence artefact?]	2.7
CCN(CC)CC#CCOC(=O)C(O)(c1ccccc1)C1CCCCC1 (centres undefined)	1.2	-7.5	9.7
O=C(Cn1nc(C(F)(F)F)c2c1CCC2)NCc1ccc(F)cc1	0.6	-2.1[fluorescence artefact?]	3.5
C/C(N)=C(/C#N)C(=O)CSc1ncnc2ccccc12	8.7	44.8	5.2
Cc1cccc(Cn2c(SCCN3CCOCC3)nc3c2c(=O)n(C)c(=O)n3C)c1	7.3	-2.6	0.4
CCOC(=O)C1=C(N)n2c(s/c(=C\c3cccnc3)c2=O)=C(C#N)C1c1cccnc1 (centres undefined)	24.4	17.5[fluorescence artefact?]	8.3

# One compound at a time (already shown):
# COc1cccc(-c2nc(CS(=O)CC(=O)NC3CCCC3)c(C)o2)c1 (centres undefined) is listed as Smad3 inh = 3.3; ERb coact inh = -14.3; Calb biofilm kill = 4.8
# O=C(Cn1nc(C(F)(F)F)c2c1CCC2)NCc1ccc(F)cc1 is listed as Smad3 inh = 0.6; ERb coact inh = -2.1[fluorescence artefact?]; Calb biofilm kill = 3.5

# (further entries)
molecule	Smad3 inh	ERb coact inh	Calb biofilm kill
CC(C)c1c(O)nc(SCc2ccccc2)[nH]c1=O	5.2	-7.6[fluorescence artefact?]	-0.5
CCOC(=O)C1C(=O)Oc2ccc3ccccc3c2C1C1CCOC1=O (centres undefined)	-5.0	3.7	-2.3
O=C(CCn1c(=O)oc2ccccc21)Nc1ccc2c(c1)OCCO2	3.4	2.1	-9.9
COc1ccc(-c2ccc(-c3noc(-c4ccc(OC)c(OC)c4)n3)c(OC)n2)cc1	14.4[fluorescence artefact?]	44.2	4.2
COc1ccc(C(c2sc3nc(C)nn3c2O)N2CCC(O)CC2)cc1OC (centres undefined)	-7.3	-3.1	5.7
Cc1ccc(N(CC(N)=O)C2SC(=O)NC2=O)cc1 (centres undefined)	-9.1	-4.3	-0.3
COc1cc(OC)cc(-c2nnc(SCC(=O)N3CCCCC3)o2)c1	-1.6	1.6	19.9
CCOc1cccc(NC(=O)Cc2cccs2)c1	-4.3	-2.2	-2.7

# Some of the compounds tested; count on the stated rates, not on these rows.
